Assay outcomes as filed in PubChem.
AGP1 TOR yeast = alters AGP1-GFP fluorescence in TOR pathway yeast screen. S. cerevisiae AGP1-GFP multiplex flow cytometry, 3 h; GFP as percent of DMSO wells. GFP response vs DMSO, % at 10 µM. 320,000 tested, 0.02% active;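 active = GFP response relative to DMSO above a set limit, near screen average plus 3 SD, cut at about 150% in these data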;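 note: median GFP channel fluorescence of the gated AGP1 strain per well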
GRK2 aptamer HTS = blocks RNA aptamer binding to human GRK2; AID 488847; bead flow cytometry, FAM-aptamer displacement from GRK2; inhibition of aptamer binding, % at 10 µM; P25098; 330,000 tested, 0.59% active;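 active = inhibition of aptamer binding above 40%, roughly 3 SD of noise, on plates passing a quality check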;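 note: median bead fluorescence of bound FAM aptamer so fluorescent compounds give negative values; no value below 0 was filed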
Fam108B inh = blocks mouse Fam108B hydrolase in RBBP9 counter-screen; inhibition, % at 9.51 µM; recombinant Fam108B, FP-Rh probe fluorescence polarization; 300,000 tested, 0.33% active;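 active = inhibition above the screen mean inhibition plus 3 SD, computed separately per campaign, cut at about 18% in these data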;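 note: inhibitors lower polarization as less probe binds the enzyme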
CIT2-GFP yeast = alters CIT2-GFP fluorescence in TOR pathway yeast screen; S. cerevisiae CIT2-GFP strain, flow cytometry, 3 h; 100 means same as DMSO wells; GFP response vs DMSO, % at 10 µM; 320,000 tested, 0.065% active; AID 2029;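 active = GFP response relative to DMSO above a set limit, near the screen mean plus 3 SD, cut at about 150% in these data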;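 note: ratio of well median GFP fluorescence to mean of DMSO wells on the plate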
MEX-5 binding = C. elegans MEX-5 TCR-2 RNA binding activity | Q9XUB2 | activity score (negative = inhibition of binding), % at 10 µM | MEX-5/FITC-TCR2 RNA binding, fluorescence polarization; hits give low values | 300,000 tested, 0.38% active;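 active = inhibition past about -25% in most replicates, and total fluorescence under double the plate's negative control median, limit read from the data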;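 note: 0% = DMSO and -100% = 5 µM competing unlabeled TCR2 RNA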
Target sequence (Q9XUB2 whole entry, looked up): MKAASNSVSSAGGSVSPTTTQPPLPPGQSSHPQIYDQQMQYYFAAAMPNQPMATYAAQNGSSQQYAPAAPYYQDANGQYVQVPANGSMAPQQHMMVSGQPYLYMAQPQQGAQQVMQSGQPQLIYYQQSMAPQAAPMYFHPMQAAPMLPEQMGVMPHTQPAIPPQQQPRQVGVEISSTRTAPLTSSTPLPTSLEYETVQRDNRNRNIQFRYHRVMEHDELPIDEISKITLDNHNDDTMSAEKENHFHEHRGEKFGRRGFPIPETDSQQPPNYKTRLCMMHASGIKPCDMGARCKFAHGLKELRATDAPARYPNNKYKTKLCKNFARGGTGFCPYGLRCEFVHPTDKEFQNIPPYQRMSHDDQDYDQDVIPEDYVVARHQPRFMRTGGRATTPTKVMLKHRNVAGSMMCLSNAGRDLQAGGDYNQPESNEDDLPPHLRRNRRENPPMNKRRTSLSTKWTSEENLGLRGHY
GLD-1 TGE inh = GLD-1-TGE RNA interaction inhibition (C. elegans) | Q17339 | purified GLD-1 + fluorescein TGE RNA, fluorescence polarization | inhibition, % at 5.96 µM | 320,000 tested, 0.44% active;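 active = percent inhibition above a per-plate cutoff, the plate mean of test compounds plus 3 SD, cut at about 30% in these data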;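 note: 0% = DMSO wells with GLD-1 and probe and 100% = wells lacking GLD-1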
MCL1-BIM inh = disrupts human MCL1 binding to BIM-BH3 peptide; AID 2057; Q07820; 320,000 tested, 0.68% active; GST-MCL1 / FITC-Bim-BH3 fluorescence polarization; inhibition, % at 10.9 µM;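 active = inhibition above the mean inhibition of all tested compounds plus 3 SD, set per campaign, cut at about 40% in these data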;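 note: 0% = DMSO wells and 100% = unlabeled Bim-BH3 peptide control; higher means more loss of mP so more displacement of Bim peptide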
Target sequence (Q07820 whole entry, looked up): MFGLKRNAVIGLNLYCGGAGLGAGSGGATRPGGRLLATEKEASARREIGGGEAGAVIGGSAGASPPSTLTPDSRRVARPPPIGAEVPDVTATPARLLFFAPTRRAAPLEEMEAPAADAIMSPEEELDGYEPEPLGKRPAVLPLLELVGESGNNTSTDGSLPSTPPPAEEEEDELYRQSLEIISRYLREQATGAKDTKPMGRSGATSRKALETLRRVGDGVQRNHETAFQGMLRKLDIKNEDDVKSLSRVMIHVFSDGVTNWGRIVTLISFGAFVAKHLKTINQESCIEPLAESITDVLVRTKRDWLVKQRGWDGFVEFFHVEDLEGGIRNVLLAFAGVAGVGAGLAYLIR
VLA-4 inh = inhibition in a human VLA-4 binding assay. P13612. VLA-4 expressing cells, ligand binding flow cytometry. inhibition, % (about 7 µM as worked out from the volumes in the protocol). 330,000 tested, 0.2% active. AID 2557; in the data active = inhibition above about 50%
Bcl-xL primary = Bcl-xL (human) inhibition; Q07817; GST-Bcl-xL / FITC-Bim BH3 peptide fluorescence polarization; inhibition, % at 10.9 µM; 320,000 tested, 0.7% active; AID 2129;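 active = inhibition above the mean of all tested compounds plus 3 SD, cutoff set per campaign, cut at about 30% in these data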;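 note: 0% = DMSO wells and 100% = unlabeled Bim-BH3 peptide competitor; inhibitors lower millipolarization by displacing the labeled peptide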
Target sequence (Q07817 whole entry, looked up): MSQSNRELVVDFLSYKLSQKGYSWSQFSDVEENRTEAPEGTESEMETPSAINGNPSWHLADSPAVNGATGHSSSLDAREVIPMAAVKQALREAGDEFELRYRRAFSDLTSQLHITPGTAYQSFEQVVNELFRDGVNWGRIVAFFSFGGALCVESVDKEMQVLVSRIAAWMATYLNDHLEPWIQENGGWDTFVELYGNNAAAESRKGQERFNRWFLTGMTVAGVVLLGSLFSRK
Numbers without * were called inactive; · = no result given; + = active, no number.

A first look, four compounds:
SMILES | AGP1 TOR yeast | GRK2 aptamer HTS | Fam108B inh | CIT2-GFP yeast | MEX-5 binding | GLD-1 TGE inh | MCL1-BIM inh | VLA-4 inh | Bcl-xL primary
OC(Cn1c2ccccc2c2ccccc21)C[n+]1cccc2ccccc21 (stereo not given) | 94 | 0 | 0 | 93 | -2.8 | 0 | 3 | 4 | 0
Cc1cccc(NC(=O)OC2CN3CCC2CC3)c1 (stereo not given) | 99 | 4 | 4 | 91 | 0.5 | 2 | -5 | -3 | -2
COc1cccc(CNCCc2cccc(F)c2)c1OC | 95 | 1 | -3 | 96 | -0.3 | 4 | 8 | 14 | 1
C[C@](N)(CCP(=O)(O)O)C(=O)O | 97 | 3 | -2 | 96 | · | -2 | -2 | 8 | -3

The whole of this part (from the top)
SMILES | AGP1 TOR yeast | GRK2 aptamer HTS | Fam108B inh | CIT2-GFP yeast | MEX-5 binding | GLD-1 TGE inh | MCL1-BIM inh | VLA-4 inh | Bcl-xL primary
OC(Cn1c2ccccc2c2ccccc21)C[n+]1cccc2ccccc21 (stereo not given) | 94 | 0 | 0 | 93 | -2.8 | 0 | 3 | 4 | 0
Cc1cccc(NC(=O)OC2CN3CCC2CC3)c1 (stereo not given) | 99 | 4 | 4 | 91 | 0.5 | 2 | -5 | -3 | -2
COc1cccc(CNCCc2cccc(F)c2)c1OC | 95 | 1 | -3 | 96 | -0.3 | 4 | 8 | 14 | 1
C[C@](N)(CCP(=O)(O)O)C(=O)O | 97 | 3 | -2 | 96 | · | -2 | -2 | 8 | -3
O=C(c1cccn2c(=O)c3ccccc3nc12)N1CCC2(CC1)OCCO2 | 97 | 4 | 2 | 88 | 0.5 | 4 | 0 | 4 | 0
Cc1cc(/C=C2\C(=O)NC(=O)N(c3ccc(Cl)cc3)C2=O)c(C)n1C | 96 | 3 | 0 | 100 | -21 | -4 | 5 | 29 | 3
CC(=O)c1ccccc1NC(=O)C1C2CCC(O2)C1C(=O)O (stereo not given) | 94 | 0 | -5 | 100 | · | -2 | 4 | 5 | 7
O=[N+]([O-])c1cccc(NP(=O)(Oc2ccccc2)Oc2ccccc2)c1 | 100 | 0 | 5 | 100 | -1.0 | 6 | 1 | 20 | 1
COCCOC(=O)c1c(C)n(C)c2ccc(OC(=O)N(C)C)cc12 | 118 | 0 | 2 | 104 | 0.9 | 6 | 7 | 8 | -1
Cc1nn(-c2ccccc2)c(C)c1NC(=O)COC(=O)Cc1ccccc1 | 107 | 0 | 3 | 99 | -2.9 | 4 | 0 | -3 | 4
CC(C)Oc1cccc(C(=O)C2CCCN(C3CCOCC3)C2)c1 (stereo not given) | 91 | 1 | -5 | 88 | 4.4 | -3 | -2 | -5 | -1
COC(=O)C1=C(c2c(C)noc2C)C[C@@H]2CC[C@H]1N2C(=O)NC(C)C | 99 | 0 | · | 101 | · | 3 | 5 | -7 | 2
CCCCn1c(=O)c(C(=O)NCc2ccc(Cl)cc2)c(O)c2ccccc21 | 96 | 4 | -7 | 102 | 3.3 | 0 | 9 | -1 | 4
N[C@@]1(C(=O)O)CC[C@@H](C(=O)O)C1 | 83 | 0 | 1 | 77 | · | 4 | -5 | 0 | 1
CC(C(=O)c1ccccc1)N1C(=O)c2ccccc2C1=O (stereo not given) | 102 | 0 | -1 | 101 | -2.7 | 7 | 6 | 13 | 8
CN(C)c1ccc(P(=S)(N(C)C)N(C)C)cc1 | 87 | 2 | 4 | 81 | -0.3 | -1 | 8 | 0 | 3
CCCCCn1c(=O)c(C(=O)Nc2nc3ccccc3[nH]2)c(O)c2ccccc21 | 103 | 0 | -3 | 89 | 1.7 | 6 | 3 | 3 | 8
Brc1ccccc1 | 102 | 0 | -1 | 99 | 1.3 | 8 | 2 | 5 | 0
COC(=O)C1=C(c2cccc(OC)c2OC)C[C@@H]2CC[C@H]1N2C(=O)NCc1ccccc1 | 88 | 1 | 2 | 80 | 1.7 | 0 | 3 | 9 | 4
CC(C)CCC1(CCc2ccncc2)C(=O)NC(=O)NC1=O | 104 | 1 | 1 | 92 | -2.8 | -2 | -3 | 13 | 2
O=C(NC1CN2CCC1CC2)c1cccc(Cl)c1 (stereo not given) | 94 | 0 | 5 | 97 | 2.3 | 8 | -2 | 6 | 4
CC(=O)OC1N=C(c2ccccc2)c2cc(Br)ccc2NC1=O (stereo not given) | 114 | 0 | -2 | 113 | 3.1 | -3 | 3 | 0 | 2
OC1(CN2CCOCC2)C2CC3CC(C2)CC1C3 (stereo not given) | 97 | 0 | 0 | 96 | 1.0 | 3 | 9 | 2 | 8
Cc1ccc(C(=O)N/C(=C\Cl)P(=O)(c2ccccc2)c2ccccc2)cc1 | 100 | 0 | 1 | 98 | 0.6 | 5 | 2 | 0 | 5
Cc1nn(Cc2ccccc2)c(C)c1C(=O)OCC(=O)NC1CCS(=O)(=O)C1 (stereo not given) | 102 | 0 | 4 | 102 | -0.6 | -1 | 5 | 17 | 3
O=c1[nH]c(=O)n(CCC2=CCCCC2)c(O)c1C=NCCCn1ccnc1 | 99 | 3 | 2 | 104 | -2.9 | -8 | -7 | 14 | -4
CC1=NCCc2c1[nH]c1ccccc21 | 111 | 0 | 8 | 104 | 2.0 | -43 | -1 | -124 | 2
O=c1[nH]c(O)c(C=NC2CCCCC2)c(=O)[nH]1 | 119 | 0 | 0 | 111 | 0.4 | 2 | 1 | -1 | 2
CCC(=NCCc1ccccc1)c1c(O)[nH]c(=O)[nH]c1=O | 107 | 3 | 0 | 97 | 1.5 | 0 | -2 | 31 | 11
O=C(O)C1C2c3ccccc3C(c3ccccc32)C1C(=O)Nc1ccccc1 (stereo not given) | 107 | 1 | -2 | 108 | -0.7 | 7 | 2 | 25 | 0
CC(NCc1ccccc1Cl)C(O)c1ccccc1 (stereo not given) | 97 | 1 | -4 | 95 | 1.9 | -6 | 4 | -2 | 0
CN[C@H](C)[C@H](O)c1ccccc1 | 94 | 0 | -1 | 102 | 2.0 | -1 | 3 | 12 | -1
CCN(CC)C(=O)c1ccc(NC(=O)c2cccc(F)c2)cc1 | 106 | 0 | -1 | 101 | 0.6 | 15 | 5 | -12 | 5
CCCCN1C(=O)/C(=C\c2ccco2)C(=O)N(CCc2ccccc2)C1=O | 97 | 0 | 1 | 83 | -0.3 | -45 | -46 | -16 | -53
C[C@]1(O)CCC2C3CC[C@H]4C[C@@H](OC(=O)CNC(=O)CN)CC[C@]4(C)C3CC[C@@]21C (stereo not given in full) | 96 | 12 | · | 103 | · | -3 | · | 3 | ·
COc1cccc(C(=O)C2CN(C)CC2c2ccc(Cl)cc2)c1 (stereo not given) | 103 | 0 | 9 | 94 | -0.5 | 0 | -11 | 30 | 0

Look-ups from the list.
CCCCN1C(=O)/C(=C\c2ccco2)C(=O)N(CCc2ccccc2)C1=O | AGP1 TOR yeast = 97
COc1cccc(C(=O)C2CN(C)CC2c2ccc(Cl)cc2)c1 (stereo not given) | GRK2 aptamer HTS = 0
CN[C@H](C)[C@H](O)c1ccccc1 | CIT2-GFP yeast = 102

Next part.
SMILES | AGP1 TOR yeast | GRK2 aptamer HTS | Fam108B inh | CIT2-GFP yeast | MEX-5 binding | GLD-1 TGE inh | MCL1-BIM inh | VLA-4 inh | Bcl-xL primary
COc1ccc(C(=O)C2CCCN(Cc3cnc(C)s3)C2)c(OC)c1 (stereo not given) | 95 | 0 | 0 | 86 | -1.0 | 3 | -4 | 8 | 4
CCOC(=O)c1cc(C(O)(C(=O)OC)C(F)(F)F)c(/N=C/N(C)C)o1 (stereo not given) | 93 | 0 | -2 | 93 | 0.2 | -1 | 4 | 8 | 5
COc1ccc(-n2c(O)c(C(C)=Nc3ccc4c(c3)CCC4)c(=O)[nH]c2=O)cc1 | 104 | 0 | 2 | 92 | 2.0 | -4 | -6 | 1 | -2
NCC(CC(=O)O)C1CCCCC1 (stereo not given) | 103 | 0 | -3 | 103 | -1.0 | 8 | -2 | 12 | 4
CC(C)Oc1ccc(CC2(CCc3ccncc3)C(=O)NC(=O)NC2=O)cc1 | 98 | 0 | -2 | 97 | 0.0 | -5 | -10 | 15 | -3
Cn1c(O)c(/C=N/N2CCOCC2)c(=O)n(-c2ccccc2)c1=S | 113 | 0 | 2 | 115 | · | 4 | -5 | 15 | -2
CN(C)CC1CSCCC1(O)c1ccccc1Cl (stereo not given) | 96 | 0 | 8 | 101 | -0.3 | 6 | 5 | -9 | 4
Cc1cc(C)n2nc(C)[n+](C)c2n1 | 104 | 1 | -5 | 104 | 1.6 | 5 | 8 | 13 | 11
CN1CCC(N(C)Cc2cccnc2)CC1 | 94 | 1 | -1 | 91 | 1.3 | 10 | 6 | 8 | 9
C=CCn1c(O)c(C(C)=Nc2ccc(C(=O)OCC)cc2)c(=O)[nH]c1=O | 100 | 2 | 0 | 102 | -0.7 | -1 | 3 | -6 | 5
Cc1ccc(N2C(=O)NC(=O)/C(=C/C=C/c3ccco3)C2=O)cc1 | 109 | 3 | 5 | 101 | 24 | 5 | -41 | -1 | 3
COc1ccc(CN2CCN(c3ccccc3F)CC2)cc1O | 102 | 0 | 2 | 104 | · | -3 | 8 | -13 | 9
CN1CCN(CC#CCOc2ccc(Cl)cc2)CC1 | 103 | 0 | 3 | 103 | -0.4 | -1 | -5 | -4 | 4
CCN(CC)CCCN=Cc1c(O)n(CCc2ccc(F)cc2)c(=O)[nH]c1=O | 98 | 0 | 0 | 98 | 2.8 | 8 | -3 | 22 | -1
COc1ccc(/C=C/C(=O)NC(=S)N2C[C@H]3C[C@H](C2)c2cccc(=O)n2C3)cc1OC | 105 | 0 | -1 | 98 | 0.6 | -4 | 8 | 12 | 5
Cc1cc(=O)oc2c(C)c(OCC(=O)N3CCN(Cc4ccccc4)CC3)ccc12 | 130 | 0 | 4 | 115 | 1.8 | 3 | 4 | 10 | 8
CN1CCN(/N=C/c2c(O)n(CCC3=CCCCC3)c(=S)[nH]c2=O)CC1 | 97 | 0 | -5 | 97 | 0.7 | -18 | -9 | 8 | -3
CC(C)[C@H]1C(=O)N2CCC[C@H]2[C@]2(O)O[C@](NC(=O)[C@@H]3C=C4c5cccc6[nH]cc(c56)C[C@H]4N(C)C3)(C(C)C)C(=O)N12 | 88 | 4 | 17 | 93 | · | 129* | + | -71 | 153*
COc1cc(OC)c(OC)cc1CN1CCN(C(=O)COc2ccc3ccccc3c2)CC1 | 96 | 0 | 2 | 104 | -6.6 | -1 | 8 | -9 | 1
O=C(Nc1ccc(F)cc1)c1c(O)c2c(n(Cc3ccccc3)c1=O)CCCC2 | 98 | 0 | -5 | 105 | 1.3 | -10 | 7 | -1 | -1
[Cl][Pt+2][Cl].[NH-]C1CCCCC1[NH-] (stereo not given) | 103 | 2 | 0 | 98 | · | 4 | 0 | 17 | 3
Cn1cc(C(=O)Cc2ccccc2)c2ccccc21 | 97 | 0 | 2 | 97 | 2.6 | 4 | 0 | 0 | 5
COc1cc2c(cc1O)CC1c3c(cc(O)c(OC)c3-2)CCN1C (stereo not given) | 107 | 5 | 5 | 107 | -5.1 | 9 | 15 | -21 | 19
Clc1cccc(CNCCc2c[nH]c3ccccc23)c1 | 95 | 0 | 2 | 103 | -2.5 | 3 | 0 | -5 | 8
Clc1ccc(N2CCNCC2)nn1 | 93 | 0 | 4 | 96 | · | 7 | 6 | 11 | 5
O=c1[nH]c(=O)n(-c2ccccc2F)c(O)c1C=NCCC1=CCCCC1 | 88 | 3 | -2 | · | 2.3 | 7 | -1 | 2 | 2

These rows are one share of the data (hit frequency here may not be typical).
